Screening results from PubChem BioAssay.
Kir21 block – Kir2.1 (mouse) channel inhibition; B-score at 10 µM; HEK293-Kir2.1, FluxOR thallium flux fluorescence; stronger effect = lower value; 0.85% of 310,000 active; AID 1672;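 active = fluorescence ratio B-score at or below minus 3 SD of library scores, with starting-brightness B-score within 2 SD, cut at about -4.2 in these data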;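 note: channel flux triggered by added potassium and thallium sulfate stimulus; B-score of peak minus minimum fluorescence over baseline after thallium stimulus; more negative B-score means stronger Kir2.1 block with less thallium influx; some compounds called inactive have numbers as strong as hits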
STK33 inh – blocks human STK33 kinase activity | Q9BYT3 | purified STK33, MBP phosphorylation, ADP-Glo luminescence | inhibition, % at 10 µM | 0.073% of 320,000 active | AID 2661;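 active = inhibition at or above 25%, using the most active replicate where run in duplicate; inactive = inhibition below 25%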
KCNQ2 block – KCNQ2 channel blockers in CHO-K1 cells – cell-based, FluxOR thallium flux, B-score, primary screen (AID 2156). O88943. 20 min; stronger effect = lower value. B-score at 10 µM. 1.1% of 310,000 active;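 active = fluorescence ratio B-score at most minus 3 library SDs, with starting brightness B-score within 2 library SDs, cut at about -5.5 in these data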
Target sequence (O88943 whole entry, looked up): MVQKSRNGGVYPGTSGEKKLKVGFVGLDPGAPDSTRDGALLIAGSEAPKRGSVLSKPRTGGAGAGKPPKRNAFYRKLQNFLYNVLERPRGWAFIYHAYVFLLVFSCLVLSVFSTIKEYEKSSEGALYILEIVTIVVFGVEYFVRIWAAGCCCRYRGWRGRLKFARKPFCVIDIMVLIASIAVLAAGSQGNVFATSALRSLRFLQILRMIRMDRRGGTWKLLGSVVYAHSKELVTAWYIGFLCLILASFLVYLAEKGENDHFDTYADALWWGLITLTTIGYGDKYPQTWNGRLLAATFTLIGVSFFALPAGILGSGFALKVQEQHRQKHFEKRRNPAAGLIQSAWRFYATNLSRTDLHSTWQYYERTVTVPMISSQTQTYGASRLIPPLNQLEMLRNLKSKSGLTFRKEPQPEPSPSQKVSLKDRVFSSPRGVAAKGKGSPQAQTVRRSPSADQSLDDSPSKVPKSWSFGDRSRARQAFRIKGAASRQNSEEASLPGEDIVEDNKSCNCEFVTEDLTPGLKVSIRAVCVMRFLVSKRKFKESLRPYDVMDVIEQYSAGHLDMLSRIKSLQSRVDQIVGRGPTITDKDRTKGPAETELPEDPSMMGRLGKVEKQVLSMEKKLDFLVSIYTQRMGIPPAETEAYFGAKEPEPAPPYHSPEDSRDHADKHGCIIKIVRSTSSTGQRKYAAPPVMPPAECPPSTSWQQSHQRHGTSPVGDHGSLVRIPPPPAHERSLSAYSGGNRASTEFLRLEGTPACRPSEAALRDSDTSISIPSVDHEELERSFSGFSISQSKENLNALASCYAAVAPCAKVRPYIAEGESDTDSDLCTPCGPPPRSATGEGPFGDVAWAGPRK
* hit, by the source's call; i = inactive; nt = not tested or not shown.

SMILES | Kir21 block | STK33 inh | KCNQ2 block
C/C(=N\NC(=O)c1nnn(-c2nonc2N)c1CSc1ccc(Cl)cc1)c1cccnc1 | 0.32 | 0.1 | i
S=C(NCCc1ccccc1)Nc1ccccn1 | 1.6 | 11 | i
CCCOP(=O)(c1ccc(N(C)C)cc1)C(O)c1ccc(Cl)cc1 (stereo not given) | -0.91 | -0.2 | i
CC1C(=O)C(C)(C)C(=O)OC1c1ccccc1 (stereo not given) | 1.1 | -1.1 | i
COC(=O)c1ccc(C23CC4(C2)[C@H](CN(Cc2cccnc2)[C@@H]4c2ccccc2)C3c2ccc(C(F)(F)F)cc2)cc1 (stereo not given in full) | -0.03 | 1.5 | i
CCCCN1C(=O)CC(C(=O)OCC)=C1C | -0.59 | nt | i
Cc1nc2sccn2c(=O)c1S(=O)(=O)Nc1cccc(Cl)c1C | 0.04 | 0.7 | i
COC(=O)Nc1ccc(Cn2cc(C(F)(F)F)ccc2=O)cc1 | -0.57 | -2.1 | i
COC(=O)COc1cc(Br)c(/C=C2/SC(=O)N(CC(=O)N3CCCC3)C2=O)cc1OC | 0.35 | -0.9 | i
COc1ccccc1C(=O)NCc1n[nH]c(=S)n1Cc1ccccc1 | -0.12 | -0.3 | i
CCOc1ccc(CCNC(=O)COC(=O)/C=C/c2ccc(C)o2)cc1OCC | 2.2 | 0.6 | i
CCOC(=O)c1sc2nc3n(c(=O)c2c1C)CCC3 | -0.1 | 0.1 | i
COc1ccccc1OCC(=O)Nc1nc(-c2ccc(S(=O)(=O)N3CCOCC3)cc2)cs1 | 1.6 | -1.2 | i
CCOCCCNC(=O)c1ccc(CS(=O)(=O)c2cccc(C(F)(F)F)c2)o1 | -0.57 | -1.5 | i
CCn1cc([N+](=O)[O-])c(C(=O)Nc2ccn(Cc3ccccc3F)n2)n1 | -0.07 | -1.2 | i
CC1CCN(CCCn2c(SCC(=O)Nc3ccccc3Cl)nc3ccccc3c2=O)CC1 | -4.7 | -0.9 | i
Cc1cc(=O)[nH]c(-n2nc(C)c(Oc3ccccc3O)c2C)n1 | 0.13 | -1.9 | i
Cn1nccc1C(=O)N1CCC(Cc2ccccc2)CC1 | 1.1 | 0.2 | i
COc1ccc(CNC(=O)C2CCN(c3nnc(N4CCCC4=O)s3)CC2)cc1 | -2.2 | -0.7 | i
Cc1cc(S(=O)(=O)NCCCN2CCOCC2)c(Cl)cc1Cl | 0.37 | -0.5 | i
Cc1cc(NC(=O)Nc2ccccc2[N+](=O)[O-])n(C)n1 | -0.03 | -0.9 | i
CN(Cc1cnccn1)Cc1nc(Cc2ccccc2F)no1 | -3.1 | -1.2 | i
CCCC1C(C#N)=C(N)Oc2n[nH]c(C(C)(C)C)c21 (stereo not given) | -0.3 | 1.7 | i
O=c1nc(-c2ccccc2)c2cc(SC(F)F)ccc2[nH]1 | -1.6 | -0.6 | i
CCOC(=O)C1(Cc2ccc(OC)cc2)CCN(C(=O)[C@@H]2CCCN2C(C)=O)CC1 | -0.5 | 1.1 | i
COc1ccc(C2CC(c3ccc(Cl)cc3)=NN2C(=O)c2cccc([N+](=O)[O-])c2)cc1 (stereo not given) | 0.19 | -1.5 | i
CC(C)C(=O)Nc1ccc2c(c1)Cc1cc(NC(=O)C(C)C)ccc1-2 | -0.43 | 0.0 | i
Cc1ccc(N(CC(=O)NC2CCCC2)C(=O)CCC(=O)Nc2ccccn2)cc1 | 0.64 | -0.6 | i
Clc1ccc(CN2CCN(c3ncnc4scc(-c5cccs5)c34)CC2)cc1 | -0.87 | 0.3 | i
COc1ccc(OC)c2[nH]c(=O)c(CCNC(C)=O)cc12 | 0.19 | -1.3 | i
COc1ccc(OCc2ccc(C(=O)NN)cc2)cc1 | -0.84 | 0.0 | i
CC(=O)NCC(=O)N[C@@H](CC(=O)OCc1ccccc1)C(=O)OCc1ccccc1 | 1.4 | -3.6 | i
CC(c1ccccc1)N1CC(C(=O)O)CC1=O (stereo not given) | 1.4 | -1.6 | i
O=C(Cn1c(=O)n(-c2ccccc2)c(=O)c2oc3ccccc3c21)Nc1ccccc1 | 1 | -0.1 | i
COc1cc(NC(=O)c2cccnc2)ccc1NC(=O)c1ccccc1Cl | 0.9 | -0.2 | i
CCOCCCNC(=O)C(NC(=O)c1ccccc1O)c1ccc(Cl)cc1 (stereo not given) | 1.2 | -0.9 | i
Cc1cc(C)nc(OC(=O)c2c(Cl)cc(Cl)cc2Cl)n1 | -0.6 | -1.4 | i
O=C(CCN1CCN(c2ccc(Cl)cc2)CC1)Nc1nccs1 | -0.2 | -1.3 | i
CCC(C)(C)NC(=O)CSc1nc(Cc2ccccc2)nc2ccccc12 | -1.5 | -1.5 | -6.3*
OC(CNCc1ccccc1F)(c1ccc(F)cc1)c1ccc(F)cc1 | -1.3 | -0.5 | i
COc1ccc(N(CC(=O)NCC2CCCO2)S(=O)(=O)c2c(C)noc2C)cc1 (stereo not given) | -0.17 | -1.5 | i
Cc1cccc(Cn2c(C)nc3c(N)c(C)c(C)cc32)c1 | 0.13 | -0.4 | i
Cc1ccsc1/C=N/Nc1ccc(F)cc1F | 0.36 | -0.9 | i
COc1cc(CNc2cc(C)ccc2C)cc(OC)c1OC | -0.53 | -0.5 | i
CC(C)C(=O)Nc1cccc(C(=O)Nc2cc([N+](=O)[O-])ccc2F)c1 | 0.59 | 1.1 | i
Cc1nc2nc(SCc3ccccc3)[nH]n2c(=O)c1C | 0.43 | 0.0 | i
Cc1ccc2[nH]c(C)c(/C=C/c3cc[n+](C)cc3)c2c1 | -12 | -0.5 | i
COC(=O)c1cccc(NC(=O)c2cc(OC)c(OC)c(OC)c2Br)c1 | -0.74 | 0.6 | i
C=CCN1C(=O)S/C(=C\c2ccc3c(c2)n(C)c(=O)n3C)C1=O | -1.6 | -1.4 | i
O=C(NCCCn1ccnc1)c1ccc(Br)cc1 | 0.41 | -1.0 | i
CCOc1ccc(NC(=O)c2c(NC(=O)CN3CCN(C)CC3)sc3c2CCC3)cc1 | -1.9 | 0.2 | i
COC1CCCCC1Nc1cc(C)ccc1C (stereo not given) | -0.52 | 0.2 | i
O=C(NCCNCCO)c1c(O)c2cccc3c2n(c1=O)CCC3 | -1.3 | 1.2 | i
CC(=O)N/C(=C\c1ccc2c(c1)OCO2)C(=O)NC(C(=O)O)c1ccccc1 (stereo not given) | 1.4 | -2.1 | i
CC(NC(=O)/C=C/c1ccco1)c1nc2ccccc2n1Cc1ccccc1F (stereo not given) | -0.32 | -1.0 | i
CCOCC(=O)N1CCN(Cc2ccc3c(c2)OCO3)CC1 | -1.2 | -2.7 | i
CCS(=O)(=O)N1CCC(NC(=O)C(Cc2cc(OC)ccc2OC)NC(C)=O)CC1 (stereo not given) | 1.9 | 0.5 | i
CCCSc1n[nH]c(NC(C)=O)n1 | 1 | 0.6 | i
N#CC1=C(Nc2ccccc2)SC=C(c2ccccc2)N=C1N1CCOCC1 | -0.59 | nt | i
CCNC(=O)c1ccc(NS(=O)(=O)c2ccccc2)cc1 | 0.04 | -0.7 | i

(list continues)
SMILES | Kir21 block | STK33 inh | KCNQ2 block
Cn1c(=O)c2c(nc(NCc3ccco3)n2C)n(C)c1=O | -1.4 | 0.4 | i
COc1cc2[nH]c(=O)n(Cc3ccc(C(=O)NCCCN4CCC(C)CC4)cc3)c(=O)c2cc1OC | 1.2 | -0.2 | i
Cc1cccc(C)c1N(CC(=O)N1CCN(C)CC1)S(C)(=O)=O | -3.9 | -1.6 | i
Oc1ccc(Oc2ncc(Cl)cc2Cl)cc1 | 0.36 | -0.7 | i
Cc1nc2sccn2c(=O)c1S(=O)(=O)Nc1ccc(N2CCOCC2)c(Cl)c1 | -0.08 | -1.0 | i
Cc1ccc(-c2cc([C@H]3[C@@H]4C=CCC[C@@]4(C)C(=O)N3Cc3ccccc3)ccc2F)cc1 | -0.01 | -0.3 | i
Cn1c(SCC(=O)NC(C)(C)C)nc(O)cc1=O | 0.56 | -1.7 | i
CCOc1ccc(Cl)cc1S(=O)(=O)N1CCC(C(=O)NC2CC2)CC1 | -0.44 | -1.1 | i
COc1ccc(-c2nn(-c3ccccc3)cc2C=O)cc1[N+](=O)[O-] | 0.83 | 0.6 | i
Cc1cccc(NC(=S)Nc2cccc(C(F)(F)F)c2)n1 | -1.4 | -0.6 | i
O=C(Nc1ncn[nH]1)c1c(Cl)ccc(Cl)c1Cl | -0.71 | 1.5 | i
C=CCCc1ccc(C#N)c(SCc2c(C(=O)OCC)c3cc(OC(C)=O)c(Br)cc3n2C)n1 | 0.78 | nt | i
CC1(C)OC(=O)N2CCc3ccccc3C21C (stereo not given) | -0.7 | -0.5 | i
Oc1ccc(-c2nc3ccccc3s2)cc1 | -0.46 | 5.4 | i
COc1nc(Nc2cccc([N+](=O)[O-])c2)nc(OC)n1 | 1.5 | 0.3 | i
O=C(Nc1ccccc1C(=O)Nc1ccncc1)c1ccc([N+](=O)[O-])cc1 | 0.75 | -0.4 | i
CC/C(=N/NC(=O)c1ccccc1O)c1c(C)[nH]n(-c2ccccc2)c1=O | -0.52 | 0.0 | i
O=S(=O)(Nc1ccc(Br)cn1)c1cccs1 | -0.01 | -0.2 | i
COc1ccc(CCNC(=O)c2ccc([N+](=O)[O-])cc2Cl)cc1OC | 0.91 | -0.1 | i
COc1ccc(C(=O)NC(=S)N(CCC(C)C)c2c(N)n(Cc3ccccc3)c(=O)[nH]c2=O)cc1 | -0.8 | -1.8 | i
CCc1ccc2[nH]c(=O)c(CN(CCN3CCCC3)C(=O)NC3CCCCC3)cc2c1 | -0.09 | -0.3 | i
Cc1onc(-c2ccccc2Cl)c1C(=O)NNC(=O)c1ccccc1F | -2.5 | 3.5 | i
Cc1cc(C)c(S(=O)(=O)NCc2cccnc2)c(C)c1 | 0.45 | 0.0 | i
O=C(c1cccs1)N(Cc1ccco1)C1CCS(=O)(=O)C1 (stereo not given) | -1.2 | -0.8 | i

Sorted by molecular weight (lowest first): some entries from above
SMILES | Kir21 block | STK33 inh | KCNQ2 block
Cc1cc(C)c(S(=O)(=O)NCc2cccnc2)c(C)c1 | 0.45 | 0.0 | i
O=C(c1cccs1)N(Cc1ccco1)C1CCS(=O)(=O)C1 (stereo not given) | -1.2 | -0.8 | i
O=C(Nc1ccccc1C(=O)Nc1ccncc1)c1ccc([N+](=O)[O-])cc1 | 0.75 | -0.4 | i
CC/C(=N/NC(=O)c1ccccc1O)c1c(C)[nH]n(-c2ccccc2)c1=O | -0.52 | 0.0 | i
COc1ccc(CCNC(=O)c2ccc([N+](=O)[O-])cc2Cl)cc1OC | 0.91 | -0.1 | i
CCc1ccc2[nH]c(=O)c(CN(CCN3CCCC3)C(=O)NC3CCCCC3)cc2c1 | -0.09 | -0.3 | i

Continuation:
SMILES | Kir21 block | STK33 inh | KCNQ2 block
COc1cc(-c2nnc(-c3ccccc3)o2)cc(OC)c1OC | -0.17 | 1.0 | i
O=C(Nc1ccccc1N1CCCCC1)c1ccc(-c2cccc(Cl)c2)o1 | -0.28 | 0.1 | i
N#Cc1cc2ccccc2nc1N | -2 | -3.2 | i
CC1(C)C(=O)OC(/C=C/c2cccc([N+](=O)[O-])c2)C(C)(C)C1=O (stereo not given) | 0.36 | 3.6 | i
Cc1ccc2nc(SCC(=O)N3CCN(c4ccccc4)CC3)[nH]c2c1 | 1.8 | -0.7 | nt
Cc1ccc(S(=O)(=O)/N=C(/Nc2cccc(O)c2)c2ccccc2)cc1 | 0.56 | -0.4 | i
Cc1ccc(S(=O)(=O)C2(C(=O)N(C)C3CCCCC3)CC2)cc1 | 1.1 | 0.0 | i
O=C(Nc1ccccc1N1CCN(C(=O)c2ccccc2)CC1)c1ccc2c(c1)OCO2 | 0.45 | -0.9 | i
CC(C)(C)NC(=O)CN(CCN1CCOCC1)C(=O)CNS(=O)(=O)c1ccccc1 | 3 | -1.5 | i
c1ccc(CNc2ncnc3sccc23)cc1 | 0.53 | 1.2 | i
Nc1ncnc2c1nc(SCCO)n2Cc1ccccc1 | 1.7 | -0.7 | i
CCN(CC)C(=O)CSc1nnc(-c2ccc(S(=O)(=O)N3CCOCC3)cc2)n1C | 0.97 | -1.9 | i
COc1ccc(NC(=S)N/N=C2\CC(C)(C)Oc3ccc(OC)cc32)cc1 | -0.72 | 16 | i
CCCCN1C(C(=O)Nc2cc(C)on2)=C(O)c2ccccc2S1(=O)=O | 1.3 | -1.6 | i
COc1cc(O)c(C(CC(=O)N2CCCC2)c2ccc(N(C)C)cc2)c(OC)c1 (stereo not given) | 0.83 | -2.2 | i
CCCCNC(=O)CCn1c(=O)c2cccn2c2ccc(F)cc21 | 0.5 | 0.3 | i
CCCc1cc(C(=O)Nc2cccc(Cl)c2C)no1 | 0.26 | 2.4 | i
CC(=O)CC(=O)NC1C2CC3CC(C2)CC1C3 (stereo not given) | -0.55 | -0.6 | i
COc1ccc(CNC(=O)C(Cc2ccccc2)n2cccc2)cc1 (stereo not given) | -0.7 | 0.9 | i
O=C(NC1CCCCCCC1)C1CCN(S(=O)(=O)N2CCC3(CC2)OCCO3)CC1 | 0.06 | 0.8 | i
CCCCOc1ccc(C(=O)Nc2ccc3c(c2)OCO3)cc1 | 1.4 | -0.5 | i
Cc1cc(C)c(OCCN2C(=O)NC(C)(C)C2=O)c(Cl)c1 | -0.82 | -0.6 | i
O=C(CCn1c(=O)sc2ccccc21)Nc1nc2ccccc2s1 | -0.02 | 2.5 | i

Arranged by value in STK33 inh (falling): 5 from the list above.
SMILES | STK33 inh
COc1ccc(NC(=S)N/N=C2\CC(C)(C)Oc3ccc(OC)cc32)cc1 | 16
O=C(CCn1c(=O)sc2ccccc21)Nc1nc2ccccc2s1 | 2.5
O=C(NC1CCCCCCC1)C1CCN(S(=O)(=O)N2CCC3(CC2)OCCO3)CC1 | 0.8
Cc1cc(C)c(OCCN2C(=O)NC(C)(C)C2=O)c(Cl)c1 | -0.6
COc1cc(O)c(C(CC(=O)N2CCCC2)c2ccc(N(C)C)cc2)c(OC)c1 (stereo not given) | -2.2
